Screening data from PubChem BioAssay.
MEKK2 WT-MEK5: modulators of MEK5 binding to wildtype MEKK2, primary screen, biochemical, multiplex bead flow cytometry, Alexa488-MEK5; Mitogen-activated protein kinase kinase kinase 2 (Homo sapiens), Q9Y2U5; Alexa488-MEK5 binding to MEKK2 WT; actives lie on both sides; binding response (% of control), % at 10 µM; 1.1% of 290,000 active; AID 1531, 2009; in the data active = binding response below about 67% or above about 130%
MEKK2mut PB1 HTS: MEK5 binding signal on mutant MEKK2 PB1, primary screen, biochemical, multiplex bead flow cytometry, Alexa488-MEK5; Alexa488-MEK5 binding to MEKK2 mutant; percent response, % at 10 µM; 0.35% of 290,000 active; in the data active = percent response above about 24%, passing the limit was not always enough; note: inactives centre near 1; some results filed as inactive read as strong as hits
NALP1 inh: NALP1 inflammasome inhibitors in reconstituted yeast, colorimetric, S. cerevisiae, triplicate retest | S. cerevisiae NALP1/ASC/caspase-1 growth, X-gal OD620, 72 h | inhibition, % at 10 µM | AID 2071, 2009 | 0.61% of 280,000 active; in the data active = inhibition mostly above about 24%, no sharp cut-off; inactive = mostly below about 32%; note: some compounds called inactive have numbers as strong as hits
V1aR counter: agonists of human V1a receptor, primary screen, counter-screen for OXTR agonist project, fluorescence, CHO-V1R cells; Fluo-8 calcium fluorescence, agonist mode; 0% DMSO, 100% 3 nM vasopressin; activation, % at 3 µM; 0.25% of 320,000 active; AID 2797, 2010;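 active = activation above the mean activation of all tested compounds plus 3 SD, per screening run, cut at about 20% in these data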;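 note: signal is peak over basal fluorescence ratio across a 100 second FLIPR read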
Target sequence (P37288 whole entry, looked up): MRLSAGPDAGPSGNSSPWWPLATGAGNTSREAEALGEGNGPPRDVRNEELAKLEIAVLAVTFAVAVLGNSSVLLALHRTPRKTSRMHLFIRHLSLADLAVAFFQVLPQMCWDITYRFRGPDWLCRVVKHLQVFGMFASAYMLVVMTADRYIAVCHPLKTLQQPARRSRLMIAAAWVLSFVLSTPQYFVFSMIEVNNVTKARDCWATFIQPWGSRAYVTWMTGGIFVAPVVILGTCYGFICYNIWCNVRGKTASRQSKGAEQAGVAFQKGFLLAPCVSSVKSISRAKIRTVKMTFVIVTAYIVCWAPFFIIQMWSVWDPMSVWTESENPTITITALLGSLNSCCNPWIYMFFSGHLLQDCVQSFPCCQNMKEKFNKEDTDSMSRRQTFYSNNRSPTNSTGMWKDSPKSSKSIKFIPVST
M18AAP inhibitor: PfM18AAP inhibitors, malaria aminopeptidase, primary screen, biochemical, QFRET, recombinant enzyme. M18 aspartyl aminopeptidase (Plasmodium falciparum 3D7). H-Glu-NHMec fluorogenic cleavage. inhibition, % at 7.35 µM. 1.2% of 290,000 active. AID 1822, 2009;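 active = inhibition above the campaign mean inhibition over all tested compounds plus 3 SD, cut at about 28% in these data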;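 note: 0% = plate median of test compound wells and 100% = 2 mM ZnCl2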
GPR7 antag: GPR7 receptor antagonists, primary screen, cell-based, fluorescence, single concentration | Neuropeptides B/W receptor type 1 (Homo sapiens), P48145 | GPR7-expressing cells, fluorescence antagonist assay | inhibition, % at 4.4 µM | 1.1% of 290,000 active; in the data active = inhibition above about 16%, passing the limit was not always enough;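 note: cells stimulated with the agonist NPW; 0% = agonist with vehicle and 100% = vehicle without agonist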
Target sequence (P48145 whole entry, looked up): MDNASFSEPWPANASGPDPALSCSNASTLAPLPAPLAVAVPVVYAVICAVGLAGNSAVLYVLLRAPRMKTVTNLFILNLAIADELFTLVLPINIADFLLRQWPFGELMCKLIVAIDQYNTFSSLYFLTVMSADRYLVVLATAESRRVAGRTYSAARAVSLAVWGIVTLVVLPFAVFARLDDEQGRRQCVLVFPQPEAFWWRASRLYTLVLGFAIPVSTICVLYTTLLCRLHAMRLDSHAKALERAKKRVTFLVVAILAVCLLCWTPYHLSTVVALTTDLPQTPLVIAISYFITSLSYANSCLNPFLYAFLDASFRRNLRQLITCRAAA
GalR3 antag: GalR3 antagonists in HEK293 cells, primary screen, cell-based, fluorescence readout; AID 651719, 2012; HEK293 GalR3-CNG cAMP membrane potential fluorescence; galR3 body fused to GalR1 C-terminus; Galanin receptor type 3 (Homo sapiens), O60755; 0.44% of 360,000 active; inhibition, % at 3 µM;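 active = inhibition above the screen-wide average plus 3 SD, cut at about 13% in these data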;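 note: forskolin and galanin both at EC90 stimulate the cells; cAMP rise reported by CNG channel membrane potential dye signal; 0% = forskolin plus galanin with DMSO and 100% = forskolin alone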
Target sequence (O60755 1-299 limits assumed): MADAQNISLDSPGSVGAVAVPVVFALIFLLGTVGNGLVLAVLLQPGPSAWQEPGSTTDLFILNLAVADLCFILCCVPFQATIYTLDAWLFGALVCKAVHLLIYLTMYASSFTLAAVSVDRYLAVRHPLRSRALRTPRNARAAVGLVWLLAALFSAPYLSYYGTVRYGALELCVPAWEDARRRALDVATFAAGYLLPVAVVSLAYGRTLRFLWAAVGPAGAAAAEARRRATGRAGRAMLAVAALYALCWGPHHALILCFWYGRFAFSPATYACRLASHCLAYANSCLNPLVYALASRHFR
OXTR potentiate: human OXTR potentiators, primary screen, fluorescence, CHO-OTR cells, Fluo-8 calcium. Oxytocin receptor (Homo sapiens), P30559. Fluo-8 calcium fluorescence, potentiator mode; 0% = oxytocin EC15, 100% = EC100. activation, % at 3 µM. 0.061% of 320,000 active. AID 2445, 2010;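 active = activation above that plate's cutoff, the mean activation of tested compounds plus 3 SD, cut at about 6.6% in these data, passing the limit was not always enough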;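 note: 100% uses oxytocin at 75 nM as the full agonist control; some results filed as inactive read as strong as hits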
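Assay system: CHO cell line stably expressing human OTR | Also added: Oxytocin at about EC15, sub-maximal agonist stimulus | Times: Compound 6 min at room temperature before oxytocin, 100 s read | Measured by: Fluo-8 intracellular calcium fluorescence, ex 470-495, em 515-575 nm | Controls: EC15 oxytocin alone as 0%, 75 nM oxytocin as 100%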
OXTR ag: human OXTR agonists, primary screen, fluorescence, CHO-OTR cells, Fluo-8 calcium; 0.32% of 320,000 active; activation, % at 3 µM; Fluo-8 calcium fluorescence; normalized: DMSO 0%, oxytocin 100%;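 active = activation above the mean of all tested compounds plus 3 SD, cutoff set per screening run, cut at about 20% in these data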;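 note: peak over basal fluorescence ratio from a 100 s FLIPR kinetic read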
Numbers without * were called inactive.

How did O=C(N/N=C/c1ccccn1)c1cccnc1 do in these assays?
MEKK2 WT-MEK5: 98; MEKK2mut PB1 HTS: 0; NALP1 inh: 28; V1aR counter: 0.6; M18AAP inhibitor: -6; GPR7 antag: -16; GalR3 antag: 2; OXTR potentiate: -5; OXTR ag: 0.6

Results for CN(C)Cc1c(O)ccc2ccccc12 ?
MEKK2 WT-MEK5: 103; MEKK2mut PB1 HTS: 3; NALP1 inh: 18; V1aR counter: -0.2; M18AAP inhibitor: 8; GPR7 antag: -12; GalR3 antag: -5; OXTR potentiate: -2; OXTR ag: 1.5

What do the screens show for `O=C(Nc1ccc(NC(=O)C2CC2)nc1)c1ccccc1F`?
MEKK2 WT-MEK5: 101; MEKK2mut PB1 HTS: 4; NALP1 inh: 11; V1aR counter: 0.9; M18AAP inhibitor: -1; GPR7 antag: -2; GalR3 antag: -8; OXTR potentiate: -4; OXTR ag: 0.8

What do the screens show for `COc1ncc(C2=CC(=O)CC(C)(C)C2)cn1`?
V1aR counter: 0.7; GalR3 antag: -2; OXTR potentiate: 0; OXTR ag: 0.8

How did COCCCN(C(=S)Nc1cccc(Cl)c1)C(C)c1ccncc1 (stereo not drawn) do in these assays?
MEKK2 WT-MEK5: 107; MEKK2mut PB1 HTS: 1; NALP1 inh: 22; V1aR counter: 0.3; M18AAP inhibitor: -1; GPR7 antag: -10; GalR3 antag: 3; OXTR potentiate: -10; OXTR ag: -0.5

Results for COc1cc(NC(=S)NC(=O)CCc2ccccc2)cc(OC)c1 ?
MEKK2 WT-MEK5: 106; MEKK2mut PB1 HTS: 4; NALP1 inh: 8; V1aR counter: 1.0; M18AAP inhibitor: -2; GPR7 antag: -13; GalR3 antag: -5; OXTR potentiate: -6; OXTR ag: 0.0

What do the screens show for `CCOC(=O)c1c(NC(=O)CN2CCN(C(=O)c3ccco3)CC2)sc(C)c1C`?
MEKK2 WT-MEK5: 110; MEKK2mut PB1 HTS: 10; NALP1 inh: 16; V1aR counter: 6.7; M18AAP inhibitor: 2; GPR7 antag: -30; GalR3 antag: -2; OXTR potentiate: -1; OXTR ag: 5.3

Results for Cc1n[nH]c(=O)c2c(NC(=O)COC(=O)Cc3c(F)cccc3Cl)oc(C)c12 ?
V1aR counter: 0.7; GalR3 antag: -2; OXTR potentiate: 5; OXTR ag: 0.3

Results for O=S(=O)(NCCN1CCOCC1)c1cc(Cl)ccc1Cl ?
MEKK2 WT-MEK5: 101; MEKK2mut PB1 HTS: 10; NALP1 inh: 1; V1aR counter: -0.2; M18AAP inhibitor: -7; GPR7 antag: -17; GalR3 antag: -9; OXTR potentiate: 1; OXTR ag: 0.6

Results for CCCCCCC1CC(C)(/C(C)=N/NC(N)=O)OC1=O (stereo not drawn) ?
MEKK2 WT-MEK5: 100; MEKK2mut PB1 HTS: 1; NALP1 inh: 16; V1aR counter: 0.0; M18AAP inhibitor: 1; GPR7 antag: 1; GalR3 antag: -6; OXTR potentiate: -4; OXTR ag: -0.3

Results for CCCCN(C/C=C/c1ccccc1OC)Cc1ccccc1 ?
MEKK2 WT-MEK5: 111; MEKK2mut PB1 HTS: 9; NALP1 inh: -10; V1aR counter: -1.2; M18AAP inhibitor: 3; GPR7 antag: -15; GalR3 antag: -3; OXTR potentiate: -1; OXTR ag: -2.1

Results for Cc1cccc(Nc2ccccc2C(=O)O)c1C ?
MEKK2 WT-MEK5: 66; MEKK2mut PB1 HTS: 1; NALP1 inh: 22; V1aR counter: 0.4; M18AAP inhibitor: 2; GPR7 antag: 0; OXTR potentiate: -6; OXTR ag: 2.9

How did CCOc1ccccc1C(=O)Nc1cccc(-c2ccc(N3CCOCC3)nn2)c1 do in these assays?
V1aR counter: -1.1; GalR3 antag: 5; OXTR potentiate: 3; OXTR ag: -1.8

How did CCN(CC1COc2ccccc2O1)C(=O)c1ccc(Cl)c(S(=O)(=O)N2CC(C)OC(C)C2)c1 (stereo not drawn) do in these assays?
V1aR counter: 2.1; GalR3 antag: -3; OXTR potentiate: -8; OXTR ag: -1.2

What do the screens show for `COc1ccc(CCNC(=O)C(=O)NCC2OCCN2S(=O)(=O)c2ccc(C)cc2)cc1OC` (stereo not drawn)?
MEKK2 WT-MEK5: 95; MEKK2mut PB1 HTS: -3; NALP1 inh: 10; V1aR counter: 5.7; M18AAP inhibitor: -2; GPR7 antag: 1; OXTR potentiate: -6; OXTR ag: 5.1

What do the screens show for `CN(CC(=O)Nc1ncn[nH]1)S(=O)(=O)c1ccc(Cl)cc1`?
MEKK2 WT-MEK5: 101; MEKK2mut PB1 HTS: 0; NALP1 inh: 5; V1aR counter: 0.6; M18AAP inhibitor: 20; GPR7 antag: -2; GalR3 antag: -8; OXTR potentiate: -4; OXTR ag: 0.0

Results for C=CCN1C(=O)c2ccc(C(=O)N(C)CC(=O)Nc3ccccc3Cl)cc2C1=O ?
V1aR counter: -0.5; GalR3 antag: -2; OXTR potentiate: -2; OXTR ag: 0.1

How did CC(C)C[C@H](NC(=O)N1CCn2c1nc1ccccc12)C(=O)NCC1CCCO1 (stereo partly drawn) do in these assays?
MEKK2 WT-MEK5: 103; MEKK2mut PB1 HTS: -2; NALP1 inh: -12; V1aR counter: -0.5; M18AAP inhibitor: -13; GPR7 antag: -7; GalR3 antag: 1; OXTR potentiate: 0; OXTR ag: 0.3

How did Cc1ccc(CNC(=O)C2CCCCN2S(=O)(=O)c2ccccc2)cc1 (stereo not drawn) do in these assays?
MEKK2 WT-MEK5: 103; MEKK2mut PB1 HTS: -1; NALP1 inh: 1; V1aR counter: 2.2; M18AAP inhibitor: -5; GPR7 antag: -5; GalR3 antag: -9; OXTR potentiate: -6; OXTR ag: 1.3

Results for CC(C)(C)c1cc(Cl)ccc1OCCOCCN1CCCC1 ?
MEKK2 WT-MEK5: 124; MEKK2mut PB1 HTS: 10; NALP1 inh: -4; V1aR counter: 3.7; M18AAP inhibitor: -4; GPR7 antag: 24*; GalR3 antag: -13; OXTR potentiate: 2; OXTR ag: 15

3 records picked at random from those above, as already listed:
How did CCN(CC1COc2ccccc2O1)C(=O)c1ccc(Cl)c(S(=O)(=O)N2CC(C)OC(C)C2)c1 (stereo not drawn) do in these assays?
V1aR counter: 2.1; GalR3 antag: -3; OXTR potentiate: -8; OXTR ag: -1.2

What do the screens show for `CN(CC(=O)Nc1ncn[nH]1)S(=O)(=O)c1ccc(Cl)cc1`?
MEKK2 WT-MEK5: 101; MEKK2mut PB1 HTS: 0; NALP1 inh: 5; V1aR counter: 0.6; M18AAP inhibitor: 20; GPR7 antag: -2; GalR3 antag: -8; OXTR potentiate: -4; OXTR ag: 0.0

Results for Cc1cccc(Nc2ccccc2C(=O)O)c1C ?
MEKK2 WT-MEK5: 66; MEKK2mut PB1 HTS: 1; NALP1 inh: 22; V1aR counter: 0.4; M18AAP inhibitor: 2; GPR7 antag: 0; OXTR potentiate: -6; OXTR ag: 2.9

(more compounds)
How did CCCNC(=O)[C@H](C)NC(=O)c1ccc(Br)cc1 do in these assays?
MEKK2 WT-MEK5: 106; MEKK2mut PB1 HTS: 4; NALP1 inh: 14; V1aR counter: -0.6; M18AAP inhibitor: -2; GPR7 antag: -1; GalR3 antag: 1; OXTR potentiate: -8; OXTR ag: 0.3

How did N#C/C(=C\c1cccnc1)C(=O)NC1CCCCC1 do in these assays?
MEKK2 WT-MEK5: 95; MEKK2mut PB1 HTS: 3; V1aR counter: 0.3; M18AAP inhibitor: 1; GPR7 antag: -4; GalR3 antag: -12; OXTR potentiate: 6; OXTR ag: 0.3

What do the screens show for `C=CCn1c(=S)[nH]c2scc(-c3ccco3)c2c1=O`?
MEKK2 WT-MEK5: 85; MEKK2mut PB1 HTS: -21; V1aR counter: 0.3; M18AAP inhibitor: 14; GPR7 antag: -13; GalR3 antag: 9; OXTR potentiate: 4; OXTR ag: -0.7

Results for CN1CCc2c(OCC(=O)NC3CCCCC3)cccc2C1=O ?
MEKK2 WT-MEK5: 105; MEKK2mut PB1 HTS: 3; NALP1 inh: 9; V1aR counter: 1.6; M18AAP inhibitor: -3; GPR7 antag: 1; GalR3 antag: 2; OXTR potentiate: -9; OXTR ag: -0.3

What do the screens show for `COc1ccc(C(=O)Nc2nc(N3C(=O)c4ccccc4C3=O)n(-c3ccccc3)n2)cc1`?
MEKK2 WT-MEK5: 101; MEKK2mut PB1 HTS: 0; NALP1 inh: -8; V1aR counter: 1.2; M18AAP inhibitor: 5; GPR7 antag: 1; GalR3 antag: -2; OXTR potentiate: -15; OXTR ag: -0.7

How did Cc1cccc(C)c1OCCn1nnc2ccccc21 do in these assays?
MEKK2 WT-MEK5: 107; MEKK2mut PB1 HTS: 5; NALP1 inh: 12; V1aR counter: 3.1; M18AAP inhibitor: 7; GPR7 antag: -1; GalR3 antag: -9; OXTR potentiate: -12; OXTR ag: -1.5

How did O=C(Nc1nc(=O)c2ccccc2s1)c1ccc(F)cc1 do in these assays?
MEKK2 WT-MEK5: 97; MEKK2mut PB1 HTS: -2; NALP1 inh: -1; V1aR counter: -0.1; M18AAP inhibitor: 42*; GPR7 antag: -4; GalR3 antag: -8; OXTR potentiate: 2; OXTR ag: 1.2

What do the screens show for `COc1ccc(-c2ccc(NS(=O)(=O)c3ccc([N+](=O)[O-])cc3)cc2)nn1`?
MEKK2 WT-MEK5: 100; MEKK2mut PB1 HTS: 3; NALP1 inh: 3; V1aR counter: 5.4; M18AAP inhibitor: 2; GPR7 antag: -5; GalR3 antag: 0; OXTR potentiate: -5; OXTR ag: 2.2

Results for COc1ccc(CCNC(=O)c2ccc([N+](=O)[O-])cc2)cc1 ?
MEKK2 WT-MEK5: 102; MEKK2mut PB1 HTS: 5; NALP1 inh: -14; V1aR counter: 0.8; M18AAP inhibitor: -9; GPR7 antag: -3; GalR3 antag: -3; OXTR potentiate: -10; OXTR ag: -1.6

Results for COC(=O)c1c(C(=O)OC)c(-c2ccccc2)n2c1CS(=O)(=O)C2 ?
MEKK2 WT-MEK5: 95; MEKK2mut PB1 HTS: 8; NALP1 inh: -2; V1aR counter: -0.1; M18AAP inhibitor: 0; GPR7 antag: -4; GalR3 antag: -2; OXTR potentiate: -8; OXTR ag: 0.5

What do the screens show for `Cc1ccc(S(=O)(=O)N2CCCCC2)cc1NC(=O)CCOc1ccccc1`?
MEKK2 WT-MEK5: 100; MEKK2mut PB1 HTS: 11; NALP1 inh: 18; V1aR counter: 3.1; M18AAP inhibitor: -9; GPR7 antag: 5; GalR3 antag: 0; OXTR potentiate: -8; OXTR ag: -0.3

Results for O=C(Cn1nnc(-c2ccccc2)n1)Nc1ccccc1N1CCOCC1 ?
MEKK2 WT-MEK5: 92; MEKK2mut PB1 HTS: -3; V1aR counter: 2.4; M18AAP inhibitor: -4; GPR7 antag: -13; GalR3 antag: -4; OXTR potentiate: -10; OXTR ag: 2.0
